FEN1 inhibitor: human FEN1 inhibition | Recombinant FEN1 flap cleavage, fluorescence, 15 min | Potency, µM (titrated, usually from 114 µM), without a hit: at the highest dose activity change, negative = inhibition, usual class: inhibitors | 0.35% of 390,000 active | AID 588795; also: nearly all actives have a fitted effect of over 65% in size
Target sequence (P39748 whole entry, looked up): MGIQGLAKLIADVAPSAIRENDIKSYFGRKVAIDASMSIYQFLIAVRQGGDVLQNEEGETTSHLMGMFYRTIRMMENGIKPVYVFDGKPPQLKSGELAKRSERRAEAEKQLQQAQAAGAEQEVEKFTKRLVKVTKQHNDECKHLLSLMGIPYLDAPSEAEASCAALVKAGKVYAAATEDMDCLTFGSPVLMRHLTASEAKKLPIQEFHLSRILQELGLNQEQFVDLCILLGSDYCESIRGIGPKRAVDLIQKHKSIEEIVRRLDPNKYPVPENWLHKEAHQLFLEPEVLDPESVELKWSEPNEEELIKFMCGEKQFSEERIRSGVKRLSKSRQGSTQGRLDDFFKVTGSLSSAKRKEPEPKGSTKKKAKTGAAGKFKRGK
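FEN1 at 10 nM, compound pretreatment for 15 min (room temperature), 50 nM final substrate to initiate; endpoint reads at 0 and 15 min; DMSO-only plates used as vehicle background.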
N370S GC: inhibitors or activators of N370S glucocerebrosidase for Gaucher disease | P04062 | N370S GC spleen homogenate, 4MU-glucoside fluorescence | Potency, µM (highest dose often 59.4 µM), inactives show top-dose activity change, negative = inhibition, actives largely listed as inhibitors | 0.092% of 330,000 active | AID 2101;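 also: 0% = full enzyme activity and -100% = no enzyme basal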
TDP1 inh: blocks human tyrosyl-DNA phosphodiesterase 1; Q9NUW8; recombinant TDP1, AlphaScreen DNA substrate cleavage; Potency, µM (top dose mostly 130 µM), for inactives: at the top dose activity change, negative = inhibition, hits mostly inhibitors; 0.28% of 350,000 active; AID 485290; also: nearly all actives have a fitted effect of over 40% in size
Target sequence (Q9NUW8 whole entry, looked up): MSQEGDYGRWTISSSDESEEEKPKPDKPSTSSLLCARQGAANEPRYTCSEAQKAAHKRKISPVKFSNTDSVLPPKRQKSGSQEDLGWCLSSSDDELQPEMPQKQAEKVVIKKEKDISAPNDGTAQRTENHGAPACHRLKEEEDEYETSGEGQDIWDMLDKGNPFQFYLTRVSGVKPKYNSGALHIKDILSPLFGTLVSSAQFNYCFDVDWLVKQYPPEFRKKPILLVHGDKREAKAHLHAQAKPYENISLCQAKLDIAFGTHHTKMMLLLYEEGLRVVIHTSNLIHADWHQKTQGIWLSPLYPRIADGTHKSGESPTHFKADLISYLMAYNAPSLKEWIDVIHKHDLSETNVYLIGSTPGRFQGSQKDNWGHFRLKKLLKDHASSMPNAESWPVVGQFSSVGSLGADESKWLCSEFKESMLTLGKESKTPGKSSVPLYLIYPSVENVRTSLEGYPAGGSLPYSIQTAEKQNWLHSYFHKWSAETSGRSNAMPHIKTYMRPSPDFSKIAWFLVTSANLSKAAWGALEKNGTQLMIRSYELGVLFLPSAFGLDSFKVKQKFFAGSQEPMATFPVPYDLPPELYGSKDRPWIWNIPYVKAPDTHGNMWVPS
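E. coli-derived human Tdp1, 1 nM final. Cpd preinc 15 min RT; substrate 15 nM final, 5 min RT; AS bead mix 10 ug/ml final, 10 min RT. Signal loss = tyrosine-FITC cleavage. No-enzyme wells = max signal.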
An asterisk follows results filed as active; ? = inconclusive; nt = no result given; & = joins results of further samples; [ ] = another dose, or the depositor's remark. Calls follow the shape of the dose curve; as a rule, active = well fitted curve in the direction sought with a large enough effect; inconclusive = small, poorly fitted or top-dose-only effect, or another doubt; inactive = no such curve, though single readings can be large; an effect the other way counts as inactive or inconclusive. Unless noted, % is scaled to controls: 0 for no effect and ±100 for the full control effect; potency is read from the fitted curve at half-maximal effect. Hits appear at their usual frequency; about 0.53% have a hit in one of these screens.

#1 Cc1ccc(NC(=O)Nc2ccc(F)cc2F)c(OC(F)F)c1
#2 CCOc1ccc2oc(C(=O)OCC(=O)N3C(C)CCCC3C)c(C)c2c1 (stereo unspecified)
#3 CC(C)CC(NS(=O)(=O)c1ccc2c(c1)oc(=O)n2C)C(=O)NCc1cccnc1 (stereo unspecified)
#4 O=C(/C=C/c1ccc(Cl)cc1)NC1CCS(=O)(=O)C1 (stereo unspecified)
#5 Nn1cc(-c2ccccc2)nc1SCC(=O)N1CCN(S(=O)(=O)c2ccc3ccccc3c2)CC1
#6 CC(C)NC(=O)c1ccc(COCC(F)(F)F)cc1
#7 Cc1[nH][nH]c(=O)c1[C@@H](c1ccccc1[N+](=O)[O-])C(C#N)C#N
#8 CCCc1c(NC(=O)Nc2ccc(Cl)cc2Cl)cnn1-c1ccccc1
#9 COc1ccc2nc(NC(C)=O)sc2c1
#10 Cc1cccc2sc(NC(=O)CCNS(=O)(=O)c3cccs3)nc12
entry no.,1,2,3,4,5,6,7,8,9,10
FEN1 inhibitor,22%,-13%,2%,1%,-12%,-6%,8%,7%,10%,4%
N370S GC,-2%,nt,-1%,-12%,-6%,-15%,1%,2%,0%,-9%
TDP1 inh,-3%,-4%,3%,-1%,9%,6%,6%,0%,2%,4%

#11 COC(=O)c1ccc2[nH]ccc2c1
#12 COc1ccccc1N1CCN(C2CC(=O)N(c3ccc(Cl)cc3)C2=O)CC1 (stereo unspecified)
#13 Cc1cc(C)n(C(=O)CCCCCCCC(=O)n2nc(C)cc2C)n1
#14 C/C(=C\C(=O)c1cccnc1)Nc1ccc(C(=O)O)cc1
#15 CCCCOCCCNC(=O)c1cccs1
#16 Cc1ccc(C)c(NC(=O)CCN2CCc3ccccc3C2)c1
#17 CSCCC(NS(=O)(=O)c1ccc(C)cc1)C(=O)NC1CCCCCC1 (stereo unspecified)
#18 COc1ccc(C(C)(C)C)cc1NC(=O)CCN1C(=O)NC(C)(C)C1=O
#19 Cc1cc(C)c(S(=O)(=O)N2CCN(C(=O)c3cc(=O)[nH]c4ccccc34)CC2)c(C)c1
#20 CCOc1ccc(S(=O)(=O)NCCc2sc3nc(-c4ccc(C)cc4)nn3c2C)cc1
entry no.,11,12,13,14,15,16,17,18,19,20
FEN1 inhibitor,?,-5%,8%,8%,-2%,-6%,-1%,-3%,15%,1%
N370S GC,1%,-9%,3%,-8%,-9%,-2%,4%,nt,nt,nt
TDP1 inh,nt,nt,-5%,5%,1%,-2%,1%,0%,2%,5%

#21 Cc1cccc2cc(CN(CCN3CCOCC3)C(=O)Nc3ccccc3F)c(=O)[nH]c12
#22 Cc1nccn1C[C@@H]1CCc2c(c3ccccc3n2C)C1=O
#23 NCCCCCC(=O)Nc1ccncc1
#24 Cc1ccc(OC(=O)c2ccc(C)c(C)c2)cn1
#25 CCOC(=O)CNC(=O)CSc1nnnn1-c1ccc(C)c(C)c1
#26 N#CCCN(Cc1cccnc1)S(=O)(=O)c1ccc2ccccc2c1
#27 COc1ccc(CNC(=O)Cn2ncn3c(cc4ccccc43)c2=O)cc1
#28 Cc1ccc(-c2nnc(SCCOc3ccccc3)o2)cc1
#29 CCOC(=O)C1CCCN(c2ncnc3c2cnn3-c2cccc(C)c2)C1 (stereo unspecified)
#30 CC1CCC(NC(=O)C2CC(=O)N(c3ccc4c(c3)OCCO4)C2)CC1 (stereo unspecified)
entry no.,21,22,23,24,25,26,27,28,29,30
FEN1 inhibitor,-2%,0%,3%,-12%,1%,-5%,12%,-2%,-17%,2%
N370S GC,1%,-27%,1%,-1%,11%,nt,-2%,nt,-9%,3%
TDP1 inh,-3%,7%[56.1 µM],4%,-8%,4%,0%,nt,-2%,-6%,0%

#31 CC1=C(C(=O)Nc2ccccc2)C(c2ccc(C)cc2)n2nc(SCc3ccccc3C)nc2N1 (stereo unspecified)
#32 COC(=O)[C@@]1(Cc2ccc(OC)cc2)[C@H]2c3cc(C(=O)N(C)C)n(Cc4ccc(OC)c(OC)c4)c3C[C@H]2CN1C(=O)c1ccccc1
#33 CCN(CC(=O)Nc1ccccc1C(F)(F)F)C(=O)C1CCC1
#34 CCc1ccc(CCC(=O)Nc2ccc(S(N)(=O)=O)cc2)o1
#35 O=C(O)c1cccc(N2C(=O)c3ccc4c5c(ccc(c35)C2=O)C(=O)N(c2cccc(C(=O)O)c2)C4=O)c1
#36 COc1ccc(N(CC(O)Cn2cnc3ccccc32)S(=O)(=O)c2ccc(C)cc2)cc1 (stereo unspecified)
#37 c1ccc2c3n(nc2c1)CCCO3
#38 Cn1cc(Br)c(C(=O)NN2C(=O)C3C(C2=O)C2C=CC3C23CC3)n1 (stereo unspecified)
#39 Fc1ccc(Nc2nc(N3CCOCC3)nc(N3CCOCC3)n2)cc1Cl
#40 Nc1c2c(nc3ccc(Br)cc13)N(C1CCCCC1)CC2
entry no.,31,32,33,34,35,36,37,38,39,40
FEN1 inhibitor,3%,nt,8%,-19%,?,6%,-3%,19%,18%,nt
N370S GC,nt,-16%,1%,2%,-5%,-15%,nt,3%,1%,-25%
TDP1 inh,0%[12.3 µM],20%,nt,8%,nt,5%,1%,-5%,0%,2%

#41 COc1cc(NC(=O)C2=C(C)OCCS2)c(Cl)cc1C(=O)NCCN(C)C
#42 CCN(CC)CC#CCOC(=O)[C@@](O)(c1ccccc1)C1CCCCC1
#43 COc1ccccc1CNC(=O)C1CCN(S(=O)(=O)c2ccc3c(c2)CCCN3C(C)=O)CC1
#44 CN(CC1CCCN(CCc2cccc(C(F)(F)F)c2)C1)C(=O)c1ccco1 (stereo unspecified)
#45 O=C(Cn1c(=O)oc2ccccc21)NC(=O)NCc1ccccc1
#46 CCOC(=O)C(C)c1nc2ccccc2[nH]c1=O (stereo unspecified)
#47 CN1CCC(=C2c3ccccc3C(O)c3ccccc32)CC1 (stereo unspecified)
#48 O=C(COc1ccc(Cl)cc1Cl)NN=C1CCCCC1
#49 N#Cc1nnn(-c2ccc(Cl)cc2)c1N
#50 CS(=O)(=O)N1CCN(C2CCN(Cc3ccccc3)CC2)CC1
entry no.,41,42,43,44,45,46,47,48,49,50
FEN1 inhibitor,2%,nt,-5%,15%,-4%,0%,22%,0%,17%,-3%
N370S GC,-5%,4%[21.6 µM],nt,-17%,6%,16%,11%,6%,-10%&0%,1%
TDP1 inh,nt,11%[21 µM],7%,0%,1%,7%,-1%,3%,6%&-5%,5%

Looked up by compound from above:
#41 COc1cc(NC(=O)C2=C(C)OCCS2)c(Cl)cc1C(=O)NCCN(C)C
#50 CS(=O)(=O)N1CCN(C2CCN(Cc3ccccc3)CC2)CC1
#49 N#Cc1nnn(-c2ccc(Cl)cc2)c1N
#48 O=C(COc1ccc(Cl)cc1Cl)NN=C1CCCCC1
#47 CN1CCC(=C2c3ccccc3C(O)c3ccccc32)CC1 (stereo unspecified)
#46 CCOC(=O)C(C)c1nc2ccccc2[nH]c1=O (stereo unspecified)
entry no.,41,50,49,48,47,46
FEN1 inhibitor,2%,-3%,17%,0%,22%,0%
N370S GC,-5%,1%,-10%&0%,6%,11%,16%
TDP1 inh,nt,5%,6%&-5%,3%,-1%,7%

Additional structures:
#51 CC[C@H](C)[C@@H](NC(=O)O[C@@H]1C(=O)c2cc(OC)ccc2O[C@H]1c1cccc(OC)c1)C(=O)OC
#52 Cc1cccc(N2C(=O)C3CCCN3C2=S)c1 (stereo unspecified)
#53 CCc1c(-c2ccccc2)nc2ccccc2c1C(=O)NC(C)c1ccccc1 (stereo unspecified)
#54 COc1ccc(-n2nnnc2SC(C)C(N)=O)cc1 (stereo unspecified)
#55 Cn1nc(C(=O)Nc2ccc3c(c2)OCO3)c2ccccc2c1=O
#56 COc1c(C)cc(Br)cc1C(=O)Nc1cccc(-c2nc3ncccc3o2)c1
#57 CCOCCCN(C)C1CCN(C(=O)c2oc3ccccc3c2NC(=O)Cc2ccc([N+](=O)[O-])cc2)CC1
#58 CCOc1ccc(-c2nnc(SCC(=O)Oc3ccccc3)o2)cc1
#59 O=C(c1sc(N2CCOCC2)nc1-c1ccccc1)N1CCCCC1
#60 Cc1ccc(C2=NC3(CCCC3)NC2=S)cc1
entry no.,51,52,53,54,55,56,57,58,59,60
FEN1 inhibitor,nt,19%,0%,2%,9%,2%,-13%,-6%,10%,-3%
N370S GC,-8%,0%,nt,3%,0%,30%,-23%,nt,4%,-4%
TDP1 inh,4%,nt,5%,-5%,4%,-14%,3%,3%,1%,-4%

#61 COC(=O)Nc1nnc(Cc2ccccc2)s1
#62 Cc1c(C)n(C)c2ccc(C(=O)NCCN3CCOCC3)cc12
#63 O=C(Cc1ccccc1[N+](=O)[O-])NCc1ccco1
#64 Cn1c(-c2ccc(F)cc2)cc2onc(-c3ccccc3Cl)c2c1=O
#65 O=C(CCS(=O)(=O)Cc1ccccc1)N1CCN(Cc2ccccc2)CC1
#66 Cc1cccc(OCCNC(=S)NC(=O)c2cncc(Br)c2)c1
#67 CCn1ncc(-c2ccnc3cc(C(=O)O)nn23)c1C
#68 NS(=O)(=O)c1ccc(CNC(=O)c2cc(S(=O)(=O)N3CCOCC3)c(Cl)cc2Cl)cc1
#69 O=C(NCCN1CCCCC1)c1ccc(Cn2c(SCc3cccc(F)c3)nc3cccnc32)cc1
#70 COc1ccc(-n2nnnc2SCC(=O)NCc2ccco2)cc1OC
entry no.,61,62,63,64,65,66,67,68,69,70
FEN1 inhibitor,-1%,-14%,-2%,-8%,-14%,-1%,-6%,-2%,-1%,-4%
N370S GC,1%,-24%,-1%,-9%,2%,-18%,21%,2%,nt,4%
TDP1 inh,3%,4%,0%,2%,0%,2%,0%,8%,8%,6%

Following part
Results follow in this order: FEN1 inhibitor | N370S GC | TDP1 inh
#71 Cc1[nH]c2ccccc2c1/C=C/c1nc2ccccc2c(=O)[nH]1
    0% | 9% | 1%
#72 CC(C)(C)NC(=O)C1CC1(c1ccccc1)c1ccccc1 (stereo unspecified)
    16% | -7% | nt
#73 O=C(OCc1ccc(Br)cc1)c1cccc(-c2nnc(-c3ccccc3)o2)c1
    1% | 17% | 2%
#74 O=C(COC(=O)c1ccc(O)cc1O)Nc1cccc2ccccc12
    13% | nt | -14%[56.1 µM]
#75 Cc1ccccc1-n1c(SCC(=O)NC2CCS(=O)(=O)C2)nc2ccccc2c1=O (stereo unspecified)
    3% | 0% | 5%[0.505 µM]
#76 CCCCCC(O)/C=C/C=C\CCCCCCCC(=O)O (stereo unspecified)
    nt | 6% | 4%
#77 CCOc1cc2[nH]c(=S)n(Cc3ccc(C(=O)NCCN(CC)CC)cc3)c(=O)c2cc1OCC
    ? | -4% | nt
#78 CCn1nnnc1SCC(=O)Nc1cc(OC)cc(OC)c1
    -1% | 3% | 3%
#79 COCCCn1c(=O)c2ccccc2n(CC(=O)N2CCCc3ccccc32)c1=O
    22% | 0% | 1%
#80 C[N+]1(CC(=O)OCCCc2ccccc2)CCCCC1
    -5% | -7% | -3%
#81 CC1(C)SC(=Nc2ccccc2)N(S(=O)(=O)c2ccccc2)C1=O
    2% | -1% | 4%
#82 CC(=O)OC[C@@H]1O[C@H](CCO/N=C\[C@@H](C)[C@H](OCc2ccccc2)C(C)C)C=C[C@@H]1OC(C)=O
    nt | -2%[12.8 µM] | 7%[21 µM]
#83 Cc1ccc2nc(-c3ccccn3)cc(C(=O)NC3CCN(C)CC3)c2c1
    nt | -14% | 4%
#84 CCC/C=C1/CCCOC(C(=O)NCC2CC2)(C(F)(F)F)C1 (stereo unspecified)
    -6% | 2% | 4%
#85 Nc1nc(N2CCN(c3ccccc3)CC2)n[nH]1
    -3% | 9% | -5%
#86 CCNc1ccc(C(=O)OCC)cc1NC(=O)c1cc(S(=O)(=O)N2CCOCC2)ccc1C
    -3% | -11% | 5%
#87 N#C/C(=C\c1ccc(-c2ccccc2[N+](=O)[O-])o1)C(=O)Nc1nc(-c2cccs2)cs1
    -34% | 6% | 3%
#88 Cc1cc(N2CCN(C)CC2)nc2ccc(NC(=O)c3ccc4c(c3)OCO4)cc12
    -14% | ? | 3%
#89 CCCOc1ccccc1NC(=O)CC1Nc2ccccc2NC1=O (stereo unspecified)
    -7% | 22% | 9%[56.1 µM]
#90 COc1cccc(NC(=S)NCCC(c2ccccc2)c2ccccc2)c1
    11% | ? | 6%
#91 CCN(CC)CCN(C(=O)c1ccc2ccccc2c1)c1nc2ccc(F)cc2s1
    -4% | -5% | 10%
#92 O=C(Cn1ncc2c([nH]c3ccccc32)c1=O)NCCc1ccc(Cl)cc1
    1% | 1% | -2%
#93 COCCn1c(=NC(=O)c2ccc3c(c2)OCCO3)sc2cc(S(N)(=O)=O)ccc21
    -2% | 11% | 1%
#94 Cc1cccc(C(=O)Nc2ccc(-c3nc4cc(C(C)C)ccc4o3)cc2)c1
    -15% | nt | -1%[12.3 µM]
#95 CN1CCN(C(=S)NC(=O)/C=C/c2ccccc2)CC1
    6% | -23% | 5%
#96 O=C1CCC/C=C/C[C@@H](CC(=O)N(CCO)Cc2ccccc2)C(=O)NC[C@H](c2ccccc2)O1
    -9% | nt | 1%
#97 CCCCNC(=O)c1onc(CSc2ccccc2F)c1C(=O)O
    7% | 8% | 5%
#98 CCc1nnc(NS(=O)(=O)c2ccc(N=Cc3c(C)[nH]n(-c4cccc(Cl)c4)c3=O)cc2)s1
    -2% | 3% | 1%
